# Compound activity from PubChem BioAssay.
# Fam108B counter: mouse Fam108B serine hydrolase inhibitors, primary screen, counter-screen for RBBP9 inhibitor project, biochemical, fluorescence polarization | recombinant Fam108B, FP-Rh probe fluorescence polarization | inhibition, % at 9.51 µM | actives 0.33% (n = 300,000) | AID 1947, 2009;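 active means inhibition above the screen mean inhibition plus 3 SD, computed separately per campaign, cut at about 18% in these data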;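 further: inhibitors lower polarization as less probe binds the enzyme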
# GRK2 inh: compounds blocking aptamer binding on GRK2 – biochemical, human GRK2, bead flow cytometry, HTS, primary screen. FAM-aptamer displacement from GRK2. actives 0.59% (n = 330,000). inhibition of aptamer binding, % at 10 µM;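 active means inhibition of aptamer binding above 40%, roughly 3 SD of noise, on plates passing a quality check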;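 further: median bead fluorescence of bound FAM aptamer so fluorescent compounds give negative values; no value below 0 was filed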
# Target sequence (P25098 whole entry, looked up): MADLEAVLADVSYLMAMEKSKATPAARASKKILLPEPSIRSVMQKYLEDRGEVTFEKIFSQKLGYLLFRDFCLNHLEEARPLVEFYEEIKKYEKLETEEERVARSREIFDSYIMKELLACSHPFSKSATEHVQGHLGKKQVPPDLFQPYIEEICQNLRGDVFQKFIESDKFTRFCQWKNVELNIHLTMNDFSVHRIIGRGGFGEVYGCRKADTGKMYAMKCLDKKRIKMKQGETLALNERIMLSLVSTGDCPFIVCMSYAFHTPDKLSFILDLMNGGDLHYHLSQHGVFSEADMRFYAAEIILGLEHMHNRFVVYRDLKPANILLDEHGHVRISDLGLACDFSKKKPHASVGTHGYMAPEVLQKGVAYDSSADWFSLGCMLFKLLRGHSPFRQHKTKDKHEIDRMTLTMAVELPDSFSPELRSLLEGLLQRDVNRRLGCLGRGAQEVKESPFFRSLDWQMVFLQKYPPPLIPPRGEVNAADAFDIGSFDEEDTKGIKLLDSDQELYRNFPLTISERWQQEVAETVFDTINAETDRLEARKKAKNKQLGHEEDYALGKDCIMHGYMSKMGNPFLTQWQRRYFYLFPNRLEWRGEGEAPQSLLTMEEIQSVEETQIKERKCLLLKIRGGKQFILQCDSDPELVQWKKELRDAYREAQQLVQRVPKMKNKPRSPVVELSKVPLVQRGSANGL
# GLD-1 TGE inh: GLD-1/TGE RNA complex disruptors, primary screen, biochemical, fluorescence polarization. purified GLD-1 + fluorescein TGE RNA. inhibition, % at 5.96 µM. actives 0.44% (n = 320,000). AID 2280, 2010;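 active means percent inhibition above a per-plate cutoff, the plate mean of test compounds plus 3 SD, cut at about 30% in these data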;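 further: 0% = DMSO wells with GLD-1 and probe and 100% = wells lacking GLD-1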
# CIT2-GFP yeast: modulators of CIT2-GFP expression in yeast, primary screen, S. cerevisiae, GFP fusion, multiplex flow cytometry, MLPCN library; S. cerevisiae CIT2-GFP strain, 3 h; 100 means same as DMSO wells; GFP response vs DMSO, % at 10 µM; actives 0.065% (n = 320,000); AID 2029, 2009;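 active means GFP response relative to DMSO above a set limit, near the screen mean plus 3 SD, cut at about 150% in these data; inconclusive means Fewer than 70 cells measured for a yeast strain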;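 further: ratio of well median GFP fluorescence to mean of DMSO wells on the plate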
# MEX-5 binding: MEX-5 zinc finger RNA-binding disruptors – biochemical, C. elegans, fluorescence polarization, MLPCN library, primary screen; actives 0.38% (n = 300,000); activity score (negative = inhibition of binding), % at 10 µM; MEX-5/FITC-TCR2 RNA binding; stronger effect = lower value;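 active means inhibition past about -25% in most replicates, and total fluorescence under double the plate's negative control median, limit read from the data; inconclusive means replicates evenly split on the limit, or fluorescence at least double controls; inactive means too little inhibition in most replicates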;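 further: 0% = DMSO and -100% = 5 µM competing unlabeled TCR2 RNA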
# AGP1-GFP MLPCN: modulators of AGP1-GFP expression in yeast TOR pathway, primary screen, cell-based, multiplex flow cytometry, S. cerevisiae, MLPCN library | actives 0.02% (n = 320,000) | AID 2066, 2009 | GFP response vs DMSO, % at 10 µM | 3 h; GFP as percent of DMSO wells;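 active means GFP response relative to DMSO above a set limit, near screen average plus 3 SD, cut at about 150% in these data; inconclusive means fewer than 70 cells counted for the yeast strain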;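 further: median GFP channel fluorescence of the gated AGP1 strain per well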
# BCLXL inh: inhibitors of human Bcl-xL, primary screen, biochemical, fluorescence polarization, HTS; GST-Bcl-xL / FITC-Bim BH3 peptide fluorescence polarization; inhibition, % at 10.9 µM; actives 0.7% (n = 320,000); AID 2129, 2009;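 active means inhibition above the mean of all tested compounds plus 3 SD, cutoff set per campaign, cut at about 30% in these data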;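 further: 0% = DMSO wells and 100% = unlabeled Bim-BH3 peptide competitor; inhibitors lower millipolarization by displacing the labeled peptide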
# VLA-4 inh: inhibition in human VLA-4 binding assay, primary screen, VLA-4 allosteric modulator project, MLPCN library, flow cytometry, VLA-4 expressing cells | Integrin alpha-4 (Homo sapiens), P13612 | ligand binding flow cytometry | inhibition, % (about 7 µM as worked out from the volumes in the protocol) | actives 0.2% (n = 330,000); in the data active means inhibition above about 50%
# MCL1-BIM inh: inhibitors of MCL1 binding to BIM-BH3, primary screen, biochemical, fluorescence polarization. inhibition, % at 10.9 µM. actives 0.68% (n = 320,000). GST-MCL1 / FITC-Bim-BH3 fluorescence polarization. Induced myeloid leukemia cell differentiation protein Mcl-1 (Homo sapiens), Q07820;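 active means inhibition above the mean inhibition of all tested compounds plus 3 SD, set per campaign, cut at about 40% in these data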;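 further: 0% = DMSO wells and 100% = unlabeled Bim-BH3 peptide control; higher means more loss of mP so more displacement of Bim peptide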
# Target sequence (Q07820 whole entry, looked up): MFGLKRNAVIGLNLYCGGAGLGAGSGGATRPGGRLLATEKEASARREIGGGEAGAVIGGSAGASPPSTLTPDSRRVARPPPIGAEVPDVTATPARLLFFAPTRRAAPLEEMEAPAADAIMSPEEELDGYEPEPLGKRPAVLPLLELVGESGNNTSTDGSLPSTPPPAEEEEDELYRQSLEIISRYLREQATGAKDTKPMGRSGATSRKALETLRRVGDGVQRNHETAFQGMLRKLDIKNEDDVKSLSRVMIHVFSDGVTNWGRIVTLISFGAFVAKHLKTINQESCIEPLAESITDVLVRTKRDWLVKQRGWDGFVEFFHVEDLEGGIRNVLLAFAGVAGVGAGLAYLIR
# An asterisk follows results filed as active; ? = inconclusive; . = not tested or not shown; [ ] = dose if it differs, or a comment.
# Sequence of screens: GRK2 inh, GLD-1 TGE inh, Fam108B counter, CIT2-GFP yeast, AGP1-GFP MLPCN, VLA-4 inh, MEX-5 binding, MCL1-BIM inh, BCLXL inh
- CC(C)Cc1ccc(C(C)C(=O)Nc2ncccn2)cc1 (centres undefined)
  0, 6, 1, 103, 94, -5, 1.8, -2, 0
- COc1cc(/C=N/NC(=O)CNS(=O)(=O)c2ccc(C)cc2)cc(OC)c1OC
  0, 0, 2, ?, 93[may fluoresce violet], -13, -2.6, -3, 1
- CC(=O)Nc1cccc(NC(=O)c2c(-c3ccccc3)noc2C)c1
  ., -1, -2, 90, 90, 0, -0.4, -3, 1
- COc1cc(Br)cc2cc(C(=O)N3CCOCC3)c(=O)oc12
  2, -6, 2, 95, 90, 3, 1.1, 3, 4
- CCCNc1c(N)n(-c2ccccc2)c(=O)[nH]c1=O
  0, 13, -1, 84, 84, 27, -6.5, 10, 6
- CN(C)S(=O)(=O)c1cccc(NC(=O)CCCSc2ccccc2)c1
  0, 4, -6, 102, 105, 12, 1.9, 9, 2
- CNC(=S)NNC(=O)c1ccccc1F
  0, 5, 0, 96, 97, -6, -0.9, 0, -1
- COc1ccc2c(c1)CCC(C)N2C(=O)C(=O)c1c[nH]c2ccccc12 (centres undefined)
  0, -2, -4, 101, 105, 7, 2.3, 1, 1
- O=C(Oc1ccccc1)c1c(Cl)cccc1P(=O)(O)O
  0, -4, 2, 98, 103, 6, -1.5, 1, 7
- CCOc1ccc(NC(=S)Nc2ccc(Br)cc2Cl)cc1
  1, -1, 0, 80, 99, 0, 1.4, -1, 1
- CCOc1ccc(-n2c(N)c(-c3nc4ccccc4[nH]3)sc2=S)cc1
  3, -3, -2, ., 103, 13, 0.4, 0, -1
- COc1cccc(NC(=O)CNC(=O)c2ccccc2)c1
  1, 9, 5, 103, 106, -6, -1.6, 9, 4
- CCOc1ccc(C(=O)O/N=C(\N)c2ccccn2)cc1
  0, ., ., 101, 84, -1, 1.2, ., .
- CCCCN(C(=O)C(C)(C)Oc1ccc(Cl)cc1)c1c(N)n(CCC)c(=O)[nH]c1=O
  0, -2, ., 77, 80, 13, ., 3, 3
- CCOc1ccccc1NC(=O)CC1Nc2cc(C)c(C)cc2NC1=O (centres undefined)
  0, 0, 6, 113, ., -20, 0.8, 3, 3
- COc1cc(OC)cc(-c2sc3ccc(OC)cc3c2C#CC(C)(C)O)c1
  2, 6, ., 90, 93, -1, ., -4, -3
- COC(=O)C(C(=O)Nc1ccccc1C)C1CCCCCC1 (centres undefined)
  0, -6, -5, 89, 93, 0, 3.8, -6, 0
- CCOc1cc(NC(=S)NCCCN2CCOCC2)c(OCC)cc1NC(=O)C1CCCCC1
  3, -2, -4, 96, 100, -2, -0.4, 5, 0
- Fc1ccccc1/C=N/n1c(-c2cccnc2)n[nH]c1=S
  17, -1, 1, 91, 100, 3, 0.1, -23, -32
- O=C(Cn1ncc2c3ccccc3n(Cc3ccccc3F)c2c1=O)N1CCN(c2ccccn2)CC1
  4, 1, -9, 90, 92, 7, 0.4, 0, -4

# Other compounds.
# Sequence of screens: GRK2 inh, GLD-1 TGE inh, Fam108B counter, CIT2-GFP yeast, AGP1-GFP MLPCN, VLA-4 inh, MEX-5 binding, MCL1-BIM inh, BCLXL inh
- CCOC(=O)C1CCN(S(=O)(=O)c2ccc3c(c2)CCN3C(=O)C2CCC2)CC1
  1, -1, -1, 100, 105, 36, 0.6, 0, -2
- CCOCCOC(=O)COc1ccc2c(-c3ccccc3)cc(=O)oc2c1
  0, -3, 0, 91, 103, 0, 0.9, -5, -2
- O=C(Nc1ccnn1C1CCN(Cc2ccccn2)CC1)c1cccc(F)c1
  0, 3, 5, 99, 103, 4, 2.1, 13, 8
- CCC(Oc1ccccc1)C(=O)NC1CCCCCC1 (centres undefined)
  3, 2, -1, 97, 100, 0, 0.4, 4, 7
- COc1ccccc1CN1C[C@@H]2C[C@@H](c3cccc(C)c3)N3CCC[C@@]23C1=O
  0, -5, -6, 89, 92, 3, -1.4, -2, -1
- COc1ccc(CCc2nnc(NS(C)(=O)=O)s2)cc1
  1, ., ., 104, 104, -2, 0.0, ., .
- CC(C)CC(=O)OC1C(N2CCOCC2)c2c(ccc(/C=C/C(=O)N3CCOCC3)c2O)OC1(C)C (centres undefined)
  3, 2, 3, 92, 99, 15, 6.0, -3, 2
- CCOc1ccccc1N(CC(=O)Nc1ccc(S(=O)(=O)N2CCOCC2)cc1)S(=O)(=O)c1ccc(Cl)cc1
  0, 15, -2, 116, 104, 0, -0.6, 0, 3
- O=C(CSc1nc2ccsc2c(=O)n1Cc1ccc(C(=O)O)cc1)NCC1CCCO1 (centres undefined)
  5, 9, 0, 101, 98, -4, 1.4, 4, 6
- Cc1cccc(N2N=C(C(=O)Nc3nc(C)cs3)CCC2=O)c1
  3, -3, -1, 114, 25, -3, -0.4, 6, 4
- Cc1cccc(-n2c(O)c(C=Nc3ccc4c(c3)OCO4)c3ccccc3c2=O)n1
  0, -62, 3, 100, 108, -8, -36*, 40*, 26
- COc1ccc(NS(=O)(=O)c2cccc(C(=O)N/N=C/c3cn(-c4ccccc4)nc3-c3ccccc3)c2)cc1
  0, -5, -14, 99, 103, 9, -0.9, 3, 2
- N#CCCN(Cc1ccncc1)C(=S)NC1CC2C=CC1C2 (centres undefined)
  0, -1, 1, 105, 111, 27, -0.7, 2, 4
- COc1ccccc1-c1nnc(SCC(=O)N2CCCC2)o1
  3, 0, 0, 103, 103, 6, -3.9, 6, 4
- Cc1nnc(NC(=O)CSc2nnc(-c3ccco3)n2C(C)C)s1
  0, 3, -1, 99, 102, 10, 0.8, 4, -3
- CN1C(C(=O)NCc2ccccc2)CC2Cn3c(nc4ccccc43)C21 (centres undefined)
  ., -2, 3, ., ., ., 0.3, -3, 6
- O=S(=O)(N1CCOCC1)n1nnc2ccccc21
  3, 0, 0, ., 97, 5, 1.3, -6, 3
- COCCn1c(SCC(=O)Nc2nc(C)cs2)nnc1C(C)C
  1, 2, 1, 97, 98, -3, 2.4, -2, -4
- O=C(NC1CCCCC1)c1ccc(CNc2ccccc2)o1
  3, 9, -2, 96, 100, -8, 1.3, 0, 1
- CC(=O)Nc1ccc(OCc2ccc3c(c2)OCO3)cc1
  0, -8, 3, 96, 97, -1, 1.7, 3, 5

# Single records, from the list above. Order of values: GRK2 inh	GLD-1 TGE inh	Fam108B counter	CIT2-GFP yeast	AGP1-GFP MLPCN	VLA-4 inh	MEX-5 binding	MCL1-BIM inh	BCLXL inh
# Cc1cccc(-n2c(O)c(C=Nc3ccc4c(c3)OCO4)c3ccccc3c2=O)n1 reads 0	-62	3	100	108	-8	-36*	40*	26
# CCOc1ccccc1N(CC(=O)Nc1ccc(S(=O)(=O)N2CCOCC2)cc1)S(=O)(=O)c1ccc(Cl)cc1 reads 0	15	-2	116	104	0	-0.6	0	3
# Cc1nnc(NC(=O)CSc2nnc(-c3ccco3)n2C(C)C)s1 reads 0	3	-1	99	102	10	0.8	4	-3
# CC(C)Cc1ccc(C(C)C(=O)Nc2ncccn2)cc1 (centres undefined) reads 0	6	1	103	94	-5	1.8	-2	0
# COc1cc(OC)cc(-c2sc3ccc(OC)cc3c2C#CC(C)(C)O)c1 reads 2	6	.	90	93	-1	.	-4	-3

# Next results follow.
# Sequence of screens: GRK2 inh, GLD-1 TGE inh, Fam108B counter, CIT2-GFP yeast, AGP1-GFP MLPCN, VLA-4 inh, MEX-5 binding, MCL1-BIM inh, BCLXL inh
- CCc1cccc(NC(=O)c2snc3c(=O)[nH]cnc23)c1
  0, 12, -1, 103, ?, 11, -1.2, 3, 8
- O=C(CCNS(=O)(=O)c1ccc2[nH]c(=O)oc2c1)NCc1ccc(F)cc1
  0, 1, 1, 102, 101, 3, -1.5, 7, 8
- N/C(Cc1cccs1)=N\OC(=O)COc1ccc(Br)cc1
  1, 0, -3, 101, 104, -3, 0.3, 1, -2
- CCN(CC)c1ccc(C(=O)OCC(=O)Nc2cc3oc4ccccc4c3cc2OC)cc1
  2, -5, -2, 102, 96, 1, -0.5, 4, -2
- CCOC(=O)c1c(CSc2ccccc2)n(C)c2ccc(O)c(CN3CCOCC3)c12
  0, 7, 0, 122, 108, 7, 2.7, 5, 2
- COC(=O)c1ccccc1S(=O)(=O)NNC(=O)c1nn(C)c(=O)c2ccccc12
  0, -2, ., 105, 99, -12, ., ., .
- O=[N+]([O-])c1ccccc1O[C@@H]1O[C@H](CO)[C@H](O)[C@H](O)[C@H]1O
  0, 6, 0, 108, 116, 4, -2.9, 9, 4
- Cc1cc(N)n(-c2ccc(Cl)cc2)n1
  2, 2, 0, 104, 102, 12, 2.0, 3, 4
- Cn1cc(CNC(=O)C2c3ccccc3Oc3ccccc32)cn1
  0, -3, 4, 93, 96, 3, 2.9, 5, 6
- COc1ccc(CN2CCN(c3cc(C)nc4c5c(C)cc(C)nc5nn34)CC2)cc1F
  0, 6, 0, 115, 105, 0, -0.9, 5, 13
- Cc1cc(=O)oc2cc(OCC(=O)N3CCN(c4ccccc4)CC3)ccc12
  1, 1, ., 96, 100, 7, ., -4, -6
- CCc1ccc(OCC(=O)OCC(=O)NC2CCCC(C)C2C)cc1 (centres undefined)
  0, -1, ., 102, 97, -7, ., ., .
- Cc1cc(=O)oc2c1c(C)nn2-c1ccc(Br)cc1
  1, -4, -3, 117, 112, 14, 2.6, -5, -2
- CC(=O)CSc1ccc(S(=O)(=O)N2CCN(C)CC2)cn1
  0, 2, ., 104, 102, 10, ., 6, 1
- CCSc1nnc(NC(=O)NC(CC)(C(F)(F)F)C(F)(F)F)s1
  0, -7, -4, 92, 111, 13, 1.1, -4, -2
- COc1ccc(S(=O)(=O)CCc2nnc(NC(C)=O)s2)cc1
  ., -6, 0, 100, 100, -4, -0.2, 10, 6
- CCN(CC)C(=O)C1CCCN(Cc2cccc(F)c2)C1 (centres undefined)
  0, 2, 1, 82, 103, 0, -1.8, 7, 6
- Cc1cccc(NS(=O)(=O)c2cnc(Cl)c(Br)c2)n1
  0, -4, -1, 106, 104, 10, -1.5, 12, 7
- CCSC(=S)c1c(C)[nH]n(-c2ccccc2)c1=O
  4, 6, -1, 99, 108, -4, 3.6, 0, 1
- CCOC(=O)N1CCN(S(=O)(=O)c2c(C)nc3sccn3c2=O)CC1
  1, 4, -1, 102, 112, 10, 0.5, 9, 7
- N#Cc1ccc2[nH]c(CO)c(-c3ccccc3)c2c1
  3, 4, 4, 106, 103, 16, -1.3, 8, 5
- O=C1CCc2ccc(NC(=O)C3CC3)cc2N1
  0, 0, 0, 107, 110, 55*, -0.3, 2, 1

# Taken from the entries so far for reference:
# Sequence of screens: GRK2 inh, GLD-1 TGE inh, Fam108B counter, CIT2-GFP yeast, AGP1-GFP MLPCN, VLA-4 inh, MEX-5 binding, MCL1-BIM inh, BCLXL inh
- N#Cc1ccc2[nH]c(CO)c(-c3ccccc3)c2c1
  3, 4, 4, 106, 103, 16, -1.3, 8, 5
- O=C1CCc2ccc(NC(=O)C3CC3)cc2N1
  0, 0, 0, 107, 110, 55*, -0.3, 2, 1
